# M1 PAM parental: M1 PAM counterscreen hit in parental CHO-K1 cells; AID 602247; activation, % at 3 µM; hit rate 0.02% among 360,000; ATP EC20, Fluo-8 calcium fluorescence; 0% at ATP EC20, 100% at ATP max;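 active = activation above the run cutoff, the mean activation of all test compounds plus 3 SD, cut at about 40% in these data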;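 note: peak over basal fluorescence ratio in a 140 s read after ATP addition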
# CRFR2-BP ag: agonists of human CRF-binding protein/CRF-R2 receptor complex. hit rate 0.46% among 350,000. HEK293 CRF-R2/CRF-BP, calcium dye fluorescence (FLIPR); percent of saturating CRF peptide response. activation, % at 13.2 µM;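 active = activation of at least 50%, plus an integration ratio under a set limit after plate pattern correction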;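 note: plate controls were neutral control wells without compound for no effect and CRF at EC100 for full effect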
# TAAR1 agonist: human TAAR1 agonism; hit rate 0.99% among 360,000; activation, % at 3 µM; Q96RJ0; CHO RD-HGA16 TAAR1, Fluo-8 calcium fluorescence; vehicle wells 0%, saturating PEA agonist 100%;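 active = activation above the mean activation of all test compounds in the run plus 3 SD, cut at about 38% in these data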
#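 Assay system – CHO-derived RD-HGA16 cells with stable Gα16 and human TAAR1 · Compound dosing – one-point dosing at 3 µM (nominal) · Incubation – 17-24 h seeding, 75 min 37 °C dye, 30 min RT · Measured by – kinetic Fluo-8 calcium fluorescence · Control set – DMSO vehicle as 0%, PEA at EC100 as 100% · Repeats – single well for each compound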
# CRFR2-BP antag: blocks CRF-induced signaling of the CRF-BP/CRF-R2 complex; HEK293 CRF-R2/CRF-BP, CRF-induced calcium fluorescence; inhibition, % at 11.8 µM; hit rate 0.59% among 350,000; AID 588475;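 active = inhibition of the ligand-induced calcium signal above about 50% at the single tested concentration, limit read from the data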
# CHRM5 agonist: agonists of human muscarinic M5 receptor (CHRM5); P08912; CHO-K1 hM5 cells, Fluo-8 calcium fluorescence; 0% DMSO wells, 100% maximal acetylcholine response; activation, % at 3 µM; hit rate 0.19% among 360,000; AID 624037;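 active = activation above the run's mean over test compounds plus 3 SD, cut at about 23% in these data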;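 note: signal is peak over basal fluorescence ratio across the kinetic read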
# Target sequence (P08912 whole entry, looked up): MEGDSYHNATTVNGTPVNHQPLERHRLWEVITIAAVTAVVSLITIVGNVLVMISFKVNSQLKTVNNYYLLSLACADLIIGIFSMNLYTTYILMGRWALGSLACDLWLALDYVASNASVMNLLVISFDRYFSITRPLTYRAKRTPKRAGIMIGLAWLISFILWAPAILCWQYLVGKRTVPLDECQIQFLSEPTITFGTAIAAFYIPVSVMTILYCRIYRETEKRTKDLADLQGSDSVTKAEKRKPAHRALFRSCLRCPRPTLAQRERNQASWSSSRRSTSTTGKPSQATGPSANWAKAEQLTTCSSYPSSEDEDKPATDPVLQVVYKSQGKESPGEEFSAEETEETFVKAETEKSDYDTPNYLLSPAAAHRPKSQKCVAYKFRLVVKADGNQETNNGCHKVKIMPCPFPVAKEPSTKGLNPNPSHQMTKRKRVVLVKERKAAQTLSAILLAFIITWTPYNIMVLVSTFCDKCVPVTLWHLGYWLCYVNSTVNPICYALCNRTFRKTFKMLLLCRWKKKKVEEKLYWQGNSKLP
# CHRM4 PAM: positive allosteric modulators of human muscarinic M4 receptor. CHO-K1 hM4/Gqi5, Fluo-8 calcium fluorescence, ACh EC20; 0% = ACh EC20, 100% = maximal ACh. activation, % at 3 µM. hit rate 0.4% among 360,000. AID 624126;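 active = activation above its plate's cutoff, the mean activation of sample wells plus 3 SD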; note: some results filed as inactive read as strong as hits
# Target sequence (P08173 whole entry, looked up): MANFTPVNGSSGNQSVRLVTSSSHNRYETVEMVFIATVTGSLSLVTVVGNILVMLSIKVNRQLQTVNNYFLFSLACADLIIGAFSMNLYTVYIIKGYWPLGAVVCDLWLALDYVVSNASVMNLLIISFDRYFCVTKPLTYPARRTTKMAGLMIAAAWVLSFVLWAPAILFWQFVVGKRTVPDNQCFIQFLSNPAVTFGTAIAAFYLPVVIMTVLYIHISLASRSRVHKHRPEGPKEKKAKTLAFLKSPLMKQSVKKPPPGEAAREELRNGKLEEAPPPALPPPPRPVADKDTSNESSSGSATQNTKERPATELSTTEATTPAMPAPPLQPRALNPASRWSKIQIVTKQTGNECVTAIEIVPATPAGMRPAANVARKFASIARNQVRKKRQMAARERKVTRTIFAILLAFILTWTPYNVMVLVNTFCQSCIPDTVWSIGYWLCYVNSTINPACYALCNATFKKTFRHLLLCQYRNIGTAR
# TAAR1 antag: antagonists of human TAAR1. hit rate 1.5% among 360,000. AID 624466. Q96RJ0. inhibition, % at 3 µM. CHO RD-HGA16 TAAR1, Fluo-8 calcium fluorescence, antagonist;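 active = inhibition above a per-plate cutoff, the mean inhibition of test compounds on that plate plus 3 SD, cut at about 49% in these data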;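 note: 0% = DMSO plus EC80 beta-PEA response and 100% = DMSO alone without agonist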
#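 System: RD-HGA16 CHO cells with stable hTAAR1 and Gα16 | Probe or stimulus: EC80 β-phenethylamine stimulus | Dosing: 3 µM, single point | Times: Dye loading 75 min at 37 °C, then 30 min room temperature | Measured by: Fluo-8 calcium-sensitive fluorescence | Read-out basis: % inhibition of agonist calcium response | Replicates: n of 1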
# M5 PAM: positive allosteric modulators of human muscarinic M5 receptor | P08912 | CHO-K1 hM5, Fluo-8 calcium, ACh EC20 PAM; 0% = ACh EC20, 100% = ACh EC100 | activation, % at 3 µM | hit rate 0.3% among 360,000 | AID 624038;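 active = activation above the run cutoff, the mean activation of all test compounds plus 3 SD, cut at about 18% in these data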
#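 system = human M5 receptor in CHO-K1 cells | compound = one concentration, 3 µM final (nominal) | schedule = Post-acetylcholine fluorescence recording 140 s | signal = Fluo-8 calcium dye fluorescence, kinetic read | benchmarks = low control EC20 acetylcholine (0%), high control EC100 acetylcholine (100%) | repeats = singlicate, one well per test compound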
# CHRM5 antagonist: CHRM5 antagonism in calcium assay. P08912. CHO-hM5 cells, Fluo-8 calcium fluorescence, ACh EC80. inhibition, % at 3 µM. hit rate 0.59% among 360,000. AID 624040;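 active = inhibition above a per-plate cutoff, the mean of that plate's test compounds plus 3 SD, cut at about 27% in these data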;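 note: 0% = acetylcholine EC80 with DMSO and 100% = DMSO without agonist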
# * = called active by the depositor; · = not tested or not shown. The list is partial; count on the stated rates, not on these rows.
SMILES,M1 PAM parental,CRFR2-BP ag,TAAR1 agonist,CRFR2-BP antag,CHRM5 agonist,CHRM4 PAM,TAAR1 antag,M5 PAM,CHRM5 antagonist
N#Cc1c(Br)n(C2OC(CO)C(O)C2O)c2ncnc(N)c12 (configuration not stated),15.0,0.2,-0.3,-4.3,3.2,-1.7,-1.0,-3.5,-2.4
COc1cc2c(cc1OC)[C@H]1C(=O)c3ccc4c(c3O[C@H]1CO2)C[C@@H](C(C)(C)O)O4,1.1,-1.0,0.1,7.3,3.2,9.8,11.0,6.2,1.9
COc1ccc(S(=O)(=O)N2Cc3ccccc3-n3nncc3C2)cc1,17.8,0.5,2.2,-2.1,5.2,-3.0,-7.8,-7.8,-1.1
Cc1cc(C=O)c(C)n1C(C)C,12.4,0.7,1.7,-7.3,-0.5,-0.1,-10.5,0.7,2.4
Oc1ccccc1-[n+]1c(-c2ccccc2)cc(-c2ccccc2)cc1-c1ccccc1,5.7,17.3,7.7,-15.6,-11.3,-18.2,50.8*,-12.7,11.4
Fc1ccc(C2N3CCCN23)cc1 (configuration not stated),11.9,-0.2,13.3,5.6,2.3,-5.5,-14.8,8.5,1.6
CCC(C)C1NC(=O)C(C(C)=O)=C1O (configuration not stated),22.9,3.7,2.8,9.4,4.2,13.6,-26.1,7.7,-2.9
C[C@]12CCC3C(CC[C@H]4C[C@@H](O)CC[C@]34C)C1C[C@@H](O)[C@]2(C)O (some centres not stated),3.1,-1.9,6.3,-6.6,4.2,3.3,7.0,5.8,4.7
O=C(Nc1ccccc1)c1c(O)[nH]c(=O)[nH]c1=O,-7.3,-0.3,7.4,5.5,7.6,4.5,12.4,0.8,6.7
N#CC12CNCC1CN=N2 (configuration not stated),7.3,0.6,2.2,-2.8,-3.6,6.3,-2.0,-1.8,0.9
N#CCCn1cc(C(=O)NCc2ccccc2)c(-c2ccc3c(c2)OCCO3)n1,18.0,0.0,0.3,-0.1,-2.1,2.3,-6.1,-1.0,6.2
COc1cc2c(cc1OC)C(C)NCC2 (configuration not stated),0.6,-1.0,2.2,22.0,-0.7,3.4,-26.2,-3.1,-2.2

# Grouped by structure: those above with a carbonyl joined to an NH by a bond outside any ring.
SMILES,M1 PAM parental,CRFR2-BP ag,TAAR1 agonist,CRFR2-BP antag,CHRM5 agonist,CHRM4 PAM,TAAR1 antag,M5 PAM,CHRM5 antagonist
O=C(Nc1ccccc1)c1c(O)[nH]c(=O)[nH]c1=O,-7.3,-0.3,7.4,5.5,7.6,4.5,12.4,0.8,6.7
N#CCCn1cc(C(=O)NCc2ccccc2)c(-c2ccc3c(c2)OCCO3)n1,18.0,0.0,0.3,-0.1,-2.1,2.3,-6.1,-1.0,6.2

# (further entries)
SMILES,M1 PAM parental,CRFR2-BP ag,TAAR1 agonist,CRFR2-BP antag,CHRM5 agonist,CHRM4 PAM,TAAR1 antag,M5 PAM,CHRM5 antagonist
C[C@H](NC(=O)N1C[C@H]2C[C@@H](C1)c1cccc(=O)n1C2)C(=O)Nc1cccc(F)c1,8.3,-0.9,0.1,-3.6,0.8,6.9,-6.7,-0.8,0.7
CCN(CC)S(=O)(=O)c1cccc(N=Nc2c(O)n(CC)c(=S)n(CC)c2=O)c1,6.9,-2.1,-0.7,11.0,-0.2,0.0,-7.7,-4.6,10.0
O=P1(Oc2ccccc2)CC=C[C@H](COCc2ccccc2)O1 (some centres not stated),14.6,-1.2,9.0,-0.9,-1.3,-2.6,3.0,-3.2,11.6
Cn1c(O)c(/C=C/C=Nc2ccccc2)c(=O)n(C)c1=O,19.1,84.8*,11.6,-62.8,0.8,-0.4,17.3,-4.1,-1.0
c1ccc(CCNCc2cccs2)cc1,-5.5,13.4,38.9*,18.1,-7.9,-2.5,-1.8,-3.2,2.9
O=c1c([N+](=O)[O-])cn(O)cc1[N+](=O)[O-],5.1,-0.1,0.1,11.8,-1.5,-3.1,0.2,3.8,7.5
Cc1ccc(-c2nc3ccccc3c(=O)n2-c2ccccn2)cc1,22.2,-1.5,5.5,5.6,-5.2,-2.2,-6.5,-2.5,-0.6
CCS(=O)(=O)NCc1nnc2n1-c1ccc(Cl)cc1C(c1ccccc1)=NC2,5.2,13.9,8.6,19.2,-1.2,10.2,14.9,3.3,-2.3
CSc1ccc(CN2CCN(c3ccccc3C)CC2)cc1,16.6,-2.8,1.0,-7.0,-11.2,-6.3,-2.1,-7.4,-0.1
Cc1oc(-c2ccccc2Cl)nc1CN1C(=O)CN=C(c2ccccc2)c2ccccc21,12.6,-0.5,3.7,8.1,4.5,-9.2,45.2,-12.3,1.5
COC(=O)C1=C(c2ccc(F)cc2OCc2ccccc2)C[C@@H]2CC[C@H]1N2C(=O)NCc1ccc2c(c1)OCO2,10.4,-0.7,12.4,15.5,-3.2,-8.1,48.1,-22.2,9.1
CC[C@H]1CN(C)C[C@@]2(C(=O)OC)Cc3c([nH]c4ccccc34)C(=O)C[C@@H]12,9.6,1.5,2.1,-5.0,0.5,3.8,8.1,-1.2,8.6
[N-]=[N+]=NCCN1CCC(O)CCC1=O (configuration not stated),5.9,-0.4,3.6,2.3,6.0,5.0,2.1,-1.9,11.9
Cc1c2cnn(CC(=O)N3CCC4(CC3)OCCO4)c(=O)c2c(C)n1Cc1ccccc1,22.1,-0.8,4.0,-6.2,-1.2,3.5,-13.2,4.4,2.5
COC(=O)c1cccc(NC(=O)N2C[C@H]3C[C@@H](C2)c2cccc(=O)n2C3)c1,-7.9,0.7,1.5,8.6,0.7,7.7,-1.7,-1.0,9.9
O=[N+]([O-])c1c2ccccc2cc2ccccc12,3.7,0.7,·,12.0,-2.2,4.2,·,1.1,1.0
COc1cc2c(cc1OC)C(C(=O)N1CCC3(CC1)OCCO3)C(c1ccccc1F)N(C)C2=O (configuration not stated),20.3,9.5,14.2,2.1,5.2,-11.3,34.2,-15.7,13.3
CCOc1cc2c(cc1OCC)-n1cccc1C(c1cc(OC)ccc1F)NC2 (configuration not stated),3.5,2.6,3.3,24.0,-3.4,1.1,-15.1,-3.4,12.7
CC(=O)NCC(=O)Nc1ccc(Br)cc1C(=O)c1ccccc1,16.4,0.7,3.0,2.7,5.3,2.8,-4.3,4.7,2.4
Cc1sc2ncn(CC(=O)NCCCC(=O)N3CCC4(CC3)OCCO4)c(=O)c2c1C,14.5,10.6,2.2,-20.1,-3.2,7.9,8.4,8.6,-4.7
C[C@]1(O)CCC2C3CC[C@@H]4CC(=O)CC[C@]4(C)C3CC[C@@]21C (some centres not stated),17.6,1.4,5.1,-13.6,0.0,-3.8,15.5,-10.0,5.2
C[C@]12CC[C@H]3[C@@H](CCC4=CC(=O)CC[C@@]43O)[C@@H]1CCC2=O,4.7,0.5,0.4,15.6,-2.7,1.2,-5.5,-2.9,3.7
O=C(COC(=O)c1ccccc1)Nc1ccc(Cl)cc1C(=O)c1ccccc1,25.2,16.3,-0.2,-12.8,-2.9,11.4,-15.2,5.1,-2.0
CC(NCc1ccc(Cl)c(Cl)c1)C(O)c1ccccc1 (configuration not stated),5.7,0.2,13.6,-24.2,8.5,-4.5,-11.8,-0.8,1.7
CC(C)c1cc(Br)c(NC(=O)Nc2cccnc2)c(Br)c1,8.8,-0.7,0.5,-3.2,-4.0,7.6,-2.1,-6.9,11.9
CC1=CP(=O)(Oc2ccc([N+](=O)[O-])cc2)CC1 (configuration not stated),-0.9,-0.2,0.7,-7.3,2.4,2.0,-1.2,-3.2,1.8
CSc1ncc(/C=C2/C(=O)NC(=O)N(c3ccc(Cl)cc3)C2=O)cn1,12.9,10.7,2.7,-16.2,-2.8,-4.0,0.7,-5.3,4.6
CC(=O)Nc1ccc(C(=O)OCC(=O)Nc2ccc(Cl)cc2C(=O)c2ccccc2)cc1,11.6,3.4,0.3,-82.9,-1.0,-4.2,0.5,2.2,-7.8
CC(CC(C)(C)N1CC1)=NO,5.4,-1.0,0.4,21.1,0.7,-0.1,-16.4,1.9,-5.8
CC(C)n1c(=O)c(C=Nc2ccc(S(N)(=O)=O)cc2)c(O)n(Cc2ccco2)c1=O,21.0,-1.6,0.9,6.0,1.4,15.9,7.0,3.2,1.4
CCCN1CCC[C@H](c2cccc(O)c2)C1,11.5,-0.3,3.4,-3.7,0.4,0.1,-28.9,4.1,-5.4
CN1C(=O)C(C2c3ccccc3C(=O)N2Cc2ccc([N+](=O)[O-])cc2)C(=O)N(C)C1=O (configuration not stated),16.3,0.3,7.9,-2.7,-4.1,10.2,9.6,6.7,-10.3
O=C(NC1CCCCC1)N1C[C@H]2C[C@@H](C1)c1cccc(=O)n1C2,-4.4,-1.8,1.6,14.5,-5.9,-2.8,-7.8,4.0,-5.9
Cc1cccc(-n2c(O)c(/C=C3/C(c4ccccc4)=Nc4ccccc43)c(=O)[nH]c2=O)c1,-4.3,1.9,6.3,-32.1,-2.1,-5.0,-1.4,-8.4,5.5
CC(=O)O[C@H]1CCC2C3CCC4=CC(=O)CCC4=C3C=C[C@@]21C (some centres not stated),3.0,-0.9,8.2,-5.3,0.9,-1.4,14.1,-3.7,-0.7
CN1CCN(C(=O)COc2ccc(Oc3ccccc3)cc2)CC1,10.3,-0.4,7.0,10.4,-2.9,-5.3,12.6,5.3,7.9
Cc1c(C(=O)Nc2ccccc2)cc(-c2ccccc2)n1CCCN1CCOCC1,16.8,-0.8,3.2,-16.9,-1.9,-2.9,3.5,4.2,5.1
CSc1ccc(C(=O)C2CCCN(CCCn3cccn3)C2)cc1 (configuration not stated),27.6,0.6,3.2,7.3,-9.6,-17.1,3.0,-7.2,7.6
O=C(c1ccccc1)N1CCC2(CC1)OCCO2,4.7,0.8,0.9,5.3,-6.1,1.1,-5.7,1.8,12.3
COC(=O)C1=C(c2ccc(F)cc2OCc2ccccc2)C[C@@H]2CC[C@H]1N2C(=O)NCc1ccc(C(C)(C)C)cc1,4.8,0.4,11.6,7.1,1.6,4.0,12.1,0.7,10.7
COc1cc(C(=S)N2CCOCC2)cc(OC)c1OC(=O)Cc1ccccc1,10.1,-0.7,9.2,-9.1,-0.2,1.9,-0.8,7.7,1.0
Cc1cc(NC(=O)COC(=O)c2c(C)nn(Cc3ccccc3Cl)c2C)no1,3.9,-1.3,7.2,-11.7,-0.7,7.1,0.6,1.6,-5.4
COc1cccc(OC)c1CN1CCCC(C(=O)c2cccc(Cl)c2)C1 (configuration not stated),-19.4,0.1,4.0,-6.5,-12.0,-10.7,-9.2,0.9,-1.1
CCOC(=O)c1c(C)n(Cc2ccccc2)c2ccc(OCC(O)CNC(C)(C)C)cc12 (configuration not stated),18.0,1.4,7.9,-24.0,-3.5,3.7,-3.2,0.1,7.0
CCOC(=O)C1(CCc2ccccc2)CCN(Cc2ccc3c(c2)OCCO3)CC1,-4.9,3.3,2.5,-35.2,-7.4,-8.3,20.9,-14.7,15.6

# Compound activity as filed in PubChem BioAssay.
